Source: PubChem (National Center for Advancing Translational Sciences (NCATS))
PTAP TSG101 blk – qHTS Assay for Iinhibitors of HIV-1 Budding by Blocking the Interaction of PTAP/TSG101; Tumor susceptibility gene 101 protein (Homo sapiens), Q99816; 340,000 tested, under 10 active; Fluorescence polarization, FITC-PTAP peptide / Tsg101 binding; Potency, µM (top dose mostly 115 µM), without a hit: at the top dose activity change, negative = inhibition, most hits filed as inhibitors; AID 493005, 2010; active = well fitted inhibition curve with a large enough effect in the main read-out, with a control signal flat, not every such curve was filed as active; inconclusive = small, poorly fitted or top-dose-only effect, or effect the other way, or a change in a side signal; inactive = no such curve, though single readings can be large or run the other way; note: potency is the fitted concentration of half-maximal effect; % of control where 0% means no effect
Target sequence (Q99816 whole entry, looked up): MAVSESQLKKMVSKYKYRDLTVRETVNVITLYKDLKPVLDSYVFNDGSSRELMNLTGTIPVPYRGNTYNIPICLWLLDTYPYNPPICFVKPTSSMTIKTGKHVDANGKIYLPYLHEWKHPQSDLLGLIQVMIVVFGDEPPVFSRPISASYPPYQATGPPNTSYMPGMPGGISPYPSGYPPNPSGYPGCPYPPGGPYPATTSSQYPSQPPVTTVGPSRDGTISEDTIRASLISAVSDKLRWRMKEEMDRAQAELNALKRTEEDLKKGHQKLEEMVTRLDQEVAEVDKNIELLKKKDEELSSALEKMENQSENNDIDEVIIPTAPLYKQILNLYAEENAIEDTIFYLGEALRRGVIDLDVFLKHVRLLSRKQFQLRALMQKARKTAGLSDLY
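Steps: Tsg101 binding domain dispensed (10 uM final), compounds pinned in DMSO, FITC-labeled PTAP-motif peptide added (50 nM final); after 20 min binding at room temperature, polarization measured.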
A-T KAP1 phos – qHTS Assay for Identifying a Potential Treatment of Ataxia-Telangiectasia | […] A-T fibroblasts, KAP-1 phosphorylation AlphaLISA; neocarzinostatin DNA damage 30 min before lysis | Potency, µM (series often up to 57.5 µM), without a hit: at the highest dose activation, usual class: activators | actives 0.19% (n = 320,000); note: potency is the fitted concentration of half-maximal effect; % of control where 0% means no effect; nearly all actives have a fitted effect of over 45% in size
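ATM-like activity read as KAP-1 phosphorylation via AlphaLISA donor/acceptor antibody pairs after lysis and 6 hr at 25C. Cells were ATM-null patient fibroblasts ([…], hTERT), dosed 60 min, then exposed to the DSB inducer NCS for 30 min.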
Mito fusion act – qHTS Assay for Small Molecule Inhibitors of Mitochondrial Division or Activators of Mitochondrial Fusion | S. cerevisiae fusion-defective mutant growth rescue, CellTiterGlo 48 h | Potency, µM (top dose mostly 46.1 µM), without a hit: top-dose growth rescue (activation), hits mostly activators | actives 0.23% (n = 320,000);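 note: potency is the fitted concentration of half-maximal effect; % of control where 0% means no effect; nearly all actives have a fitted effect of over 45% in size; temperature-sensitive fusion mutants such as fzo1-1 at 37 °C on non-fermentable ethanol glycerol medium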
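Read-out: ATP-based luminescence (CellTiterGlo, 10 min ambient) reporting growth of fusion-defective ts yeast after 48 hours at 37C on glycerol/ethanol YPEG medium in the presence of compound.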
MLL CXXC-DNA inh – qHTS Fluorescence Polarization Assay for Inhibitors of MLL CXXC domain - DNA interaction. Potency, µM (doses to about 115 µM), for the others: top-dose activity change, negative = inhibition, hits mostly inhibitors. MLL-CXXC / FITC-HOXA9 DNA fluorescence polarization. Histone-lysine N-methyltransferase 2A (Homo sapiens), Q03164. actives 0.037% (n = 290,000); active = well fitted inhibition curve with a large enough effect in the polarisation, with a control signal flat, not every such curve was filed as active; inconclusive = small, poorly fitted or top-dose-only effect, or effect the other way, or a change in a side signal; inactive = no such curve, though single readings can be large or run the other way; the % refers to the polarisation; note: potency is the fitted concentration of half-maximal effect
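Fluorescence polarization: 7 uM MLL-CXXC (stock) preincubated 5 min with compounds, then 50 nM fluorescein-HOX-A9 DNA (stock) added; 30 min ambient. Buffer 50 mM Tris-HCl pH 7.5, 50 mM NaCl, 1 mM DTT, 0.05% BSA.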
Integrin act MD – qHTS for Activators of Integrin-Mediated Alleviation for Muscular Dystrophy; alpha7betagal myoblasts, beta-gal FDG fluorescence, 48 h; Potency, µM (doses to about 38.3 µM), for inactives: at the highest dose activation, usual class: activators; actives 0.064% (n = 350,000); AID 624291, 2012;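 note: potency is the fitted concentration of half-maximal effect; 100% = response of the positive control SU9516; nearly all actives have a fitted effect of over 60% in size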
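Alpha7betagal+/- myoblasts (passage 13) were plated 16-24 hr, then exposed to compounds (1:260 dilution of DMSO stock) for 48 hours at 37C. After MPER lysis, β-galactosidase reporter activity was read as FDG fluorescence (ex 480/em 540) after 30 minutes.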
MBNL1-CUG inh – qHTS Assay for Inhibitors of MBNL1-poly(CUG) RNA binding; Muscleblind-like protein 1 (Homo sapiens), Q9NR56; Potency, µM (titrated, usually from 57.5 µM), inactives show top-dose activity change, negative = inhibition, most hits filed as inhibitors; actives 0.036% (n = 280,000); TR-FRET MBNL1-His/biotin-(CUG)12 binding, 665/545 ratio; active = well fitted inhibition curve with a large enough effect in the signal ratio, with a control signal flat, not every such curve was filed as active; inconclusive = small, poorly fitted or top-dose-only effect, or effect the other way, or a change in a side signal; inactive = no such curve, though single readings can be large or run the other way; the % refers to the signal ratio; note: potency is the fitted concentration of half-maximal effect; % is set by controls: 0 for no effect and ±100 for the full control effect
Target sequence (Q9NR56 whole entry, looked up): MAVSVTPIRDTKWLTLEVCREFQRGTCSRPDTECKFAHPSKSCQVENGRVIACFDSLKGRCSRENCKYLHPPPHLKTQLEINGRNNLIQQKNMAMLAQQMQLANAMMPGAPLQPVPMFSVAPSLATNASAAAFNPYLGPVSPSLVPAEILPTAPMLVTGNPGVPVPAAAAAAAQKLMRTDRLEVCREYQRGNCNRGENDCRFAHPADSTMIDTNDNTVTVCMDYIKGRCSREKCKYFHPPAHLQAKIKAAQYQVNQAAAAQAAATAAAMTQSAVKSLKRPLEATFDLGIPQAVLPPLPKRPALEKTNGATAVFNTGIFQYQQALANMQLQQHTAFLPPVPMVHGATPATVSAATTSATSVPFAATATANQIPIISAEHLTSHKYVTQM
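Inhibition of protein-RNA binding appears as loss of TR-FRET between terbium anti-His antibody on MBNL1-His and streptavidin-XL665 on biotin-(CUG)12. Activity is normalized to buffer-only and uninhibited-complex controls.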
Menin MLL FP TR – qHTS Assay for Inhibitors Targeting the Menin-MLL Interaction in MLL Related Leukemias: Competition With Texas Red Labeled MLL-derived Mutant Peptide. Menin + Texas Red MLL mutant peptide, fluorescence polarization. Potency, µM (highest dose often 61.6 µM), for inactives: top-dose FP activity change, negative = inhibition, actives largely listed as inhibitors. actives 0.23% (n = 270,000); active = well fitted inhibition curve with a large enough effect in the polarisation, with a control signal flat, not every such curve was filed as active; inconclusive = small, poorly fitted or top-dose-only effect, or effect the other way, or a change in a side signal; inactive = no such curve, though single readings can be large or run the other way; the % refers to the polarisation; note: potency is the fitted concentration of half-maximal effect; % of control where 0% means no effect; many of its hits are not listed in these tables
TCR act – Activators of T cell receptors: qHTS campaign; primary human leukocytes, anti-CD3, IL-2 HTRF, 48 h; Potency, µM (top dose mostly 9.22 µM), without a hit: top-dose activation of IL-2 secretion, most hits filed as activators; 330,000 tested, under 10 active; note: % of control where 0% means no effect
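Primary human leukocytes receive a-CD3 beads and test compound and are incubated 48 hr. Secreted IL-2 is then assayed by HTRF, measuring 665nm acceptor emission after 320nm excitation of the europium donor.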
TSHR antagonist – Antagonists of the Thyroid Stimulating Hormone Receptor: HTS campaign; Thyrotropin receptor (Homo sapiens), P16473; TSHR-expressing cells, TSH-stimulated cAMP HTRF, 2 h; stronger effect = lower value; activity change, negative = inhibition, % at 11.5 µM; actives 0.2% (n = 330,000);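 active = activity change below a set negative limit, meaning inhibition stronger than a set level, cut at about -70% in these data; inconclusive = activity change between two set negative limits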; note: % is set by controls: 0 for no effect and ±100 for the full control effect
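Cell-based HTRF cAMP assay; TSHR cells + compound, TSH EC80 (4nM final), 2 h, 37 deg C. Lysis with anti-cAMP cryptate and cAMP-d2, 30 min RT, read 665/620 nm.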
ASM inhibitor – Inhibitors of Secretory Acid Sphingomyelinase (S-ASM): qHTS | actives 0.006% (n = 340,000) | placental ASM, HMU-PC fluorogenic substrate, 60 min | Sphingomyelin phosphodiesterase (Homo sapiens), P17405 | AID 504937, 2011 | Potency, µM (doses to about 57.5 µM), inactives show at the highest dose activity change, negative = inhibition, most hits filed as inhibitors; note: potency is the fitted concentration of half-maximal effect
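HMU-PC0 cleavage (9 uM final) by human placental ASM, 60 min at 37 °C following 10 min compound exposure at RT; stopped at pH 10, fluorescence Ex 386/Em 447 nm.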
* marks the source's active call; other numbers are inactive results; ? = inconclusive; · = no result given; [ ] = remark or other dose. Unless noted, calls come from the whole dose curve; as a rule, active = well fitted curve in the direction sought with a large enough effect; inconclusive = small, poorly fitted or top-dose-only effect, or another doubt; inactive = no such curve, though single readings can be large; an effect the other way counts as inactive or inconclusive. This is a subset; the hit share may differ from the screen's.

SMILES	TSHR antagonist	ASM inhibitor	Integrin act MD	Menin MLL FP TR	PTAP TSG101 blk	MBNL1-CUG inh	TCR act	MLL CXXC-DNA inh	A-T KAP1 phos	Mito fusion act
O=C1c2ccccc2C(=O)C1c1ccnc2ccccc12	-19.5	-6.5%	7.9%	-0.5%	-3.6%	?	1.9%[46.1 µM]	3.2%	-3.7%	4.2%
CCCS(=O)(=O)c1c(S(=O)(=O)CCC)c2c(N)cccn2c1C(=O)OC	4.7	2.8%	12.0%	11.1%	-8.9%	5.9%	5.6%	2.4%	-6.5%	0.7%
Cc1csc(SCC(=O)Nc2cccc3nsnc23)n1	-12.0	42.2%[activator]	?	0.2%	-5.1%	?	-19.2%	-1.8%	0.6%	4.4%
CCOc1cccc(-c2c(C(=O)N/N=C/c3cccnc3)nnn2-c2nonc2N)c1	15.4	1.5%	1.1%	·	-3.6%	19.1%	-4.8%	-7.5%	20.8%	2.0%
O=C(NCCCCCCNC(=O)OC1CCS(=O)(=O)C1)OC1CCS(=O)(=O)C1 (centres undefined)	26.9	-2.1%	-12.9%	-3.2%	-4.6%	0.6%	2.8%	4.7%	0.2%	2.5%
Cc1ccc(CNC(=O)CCc2c(C)nc3c(c(C)nn3-c3ccc(C)cc3)c2C)cc1	-0.2	80.9%	-8.6%	14.6%	-3.9%	-6.2%	1.2%	6.6%	-8.6%	8.1%
CCCC(=O)Nc1sc(Cc2ccccc2)c(C)c1C(N)=O	3.9	-0.5%	0.0%	37.3%[activator]	-2.6%	-0.3%	7.2%	-7.8%	5.9%	?
CC(=O)Cc1nsc(NC(=O)c2c(-c3ccccc3Cl)noc2C)n1	-15.4	-2.1%	18.7%	-7.5%	-6.7%	2.9%	2.1%	1.5%	7.2%	0.8%
COc1ccc(-c2cc(C(F)(F)F)nc(SCC(=O)NCc3ccco3)n2)cc1OC	15.0	91.9%[activator]	-21.6%	-1.4%	-3.1%	-1.7%	3.6%	-13.2%	9.7%	15.1%
COc1ccc(C(=O)NC2CC2)cc1OC1CCN(Cc2ccc(SC)cc2)CC1	-3.8	2.5%	-11.8%	?	-0.9%	-4.9%	15.0%	8.9%	0.0%	-8.1%
O=C(Cn1cc2c(n1)CCCC2)NCc1cccc(Cl)c1	3.4	1.6%	-29.1%	-23.0%	-0.2%	?	-5.1%	7.2%	2.7%	2.4%
CN(C(=O)COC(=O)c1ccc(Cl)s1)C1(C#N)CCCCC1	-4.5	-5.0%	?	·	-0.8%	·	-3.1%	·	·	4.0%
O=C(CN1C(=O)CCC1=O)Nc1ccc(S(=O)(=O)N2CCOCC2)cc1	5.0	3.1%	?	7.5%	-1.8%	-2.1%	12.5%	2.7%	-4.1%	-3.9%
COc1ccc(OC)c(N(CC(=O)Nc2ccccc2F)S(=O)(=O)c2ccccc2)c1	·	-2.8%	-4.3%	·	-0.9%	·	-9.1%	·	·	·
COc1ccccc1NC(=S)N1CCN(c2ccc(F)cc2)CC1	1.1	4.0%	6.7%	18.8%	-1.2%	-6.4%	13.9%	7.3%	-12.1%	-12.8%
Cc1ccc(C(=O)NCCN2CCN(C(=O)c3ccc(C)c(C)c3)CC2)cc1C	8.4	4.9%	-22.5%	-9.1%	-5.2%	-7.3%	-0.8%	-3.1%	1.2%	0.0%
CCOC(=O)C1=C(COC(=O)COc2ccc(C(C)=O)cc2)NC(=O)NC1C (centres undefined)	-10.0	5.9%	-26.2%	·	2.6%	·	5.0%	·	-2.0%	-5.8%
COc1ccc(N2CCN(C(=O)CCCCCn3c(=O)[nH]c4ccsc4c3=O)CC2)cc1	-7.4	-0.2%	6.5%	-0.8%	-0.5%	·	-2.9%	-3.5%	-0.6%	-1.1%
COC(=O)CNC(=O)C1CCN(c2nc(C)cc(C)n2)CC1	31.2	0.5%	-28.5%[7.66 µM]	5.0%	-8.9%	5.2%	·	20.8%	-1.6%	-0.3%
COc1ccccc1N1CCN(C2CCCN(S(=O)(=O)c3ccc(C)cc3)C2)CC1 (centres undefined)	-21.6	-0.2%	-17.6%	·	-8.0%	0.0%	5.5%	1.3%	8.6%	-1.9%
COC(=O)c1cc(NC(=O)CSc2ncn[nH]2)ccc1Cl	7.3	-2.4%	-8.1%	2.5%	-3.6%	1.9%	-2.1%	-2.2%	6.6%	1.7%
CN(Cc1ccnc2ccccc12)C(=O)C1CCC(=O)N(Cc2ccccc2F)C1 (centres undefined)	-5.4	-3.4%	11.2%	·	0.2%	-1.1%	2.7%	-0.2%	2.9%	-0.4%
O=C(O)CCC(=O)N1CCN(c2nc(-c3ccccc3)c3cc(Br)ccc3n2)CC1	-24.1	34.5%	23.9%	5.1%	-4.7%	211.3%[activator]	1.4%	-26.5%	1.6%	-6.9%
CCOc1ccc(-n2nnc3c(=O)n(CC(=O)Nc4cc(C)on4)cnc32)cc1	5.0	-4.5%	0.7%	·	-0.3%	-10.1%	-4.3%	0.3%	-6.1%	-2.0%
CCc1cccc(C)c1NC(=S)N1CCCCC1c1cccnc1 (centres undefined)	-3.3	1.1%	11.0%	·	0.8%	-9.2%	7.0%	-1.3%	5.7%	-5.5%
CC(=O)c1n[nH]nc1NC(=O)c1ccccc1	4.2	2.2%	-8.0%	0.7%	-6.8%	-7.8%	·	3.5%	·	-4.0%
CC(C)CCN1C(=O)c2ccc(C(=O)NCc3ccccn3)cc2C1=O	-2.2	-2.3%	10.8%	·	-3.4%	·	1.5%	·	2.5%	5.7%
N#Cc1nc(-c2ccco2)oc1N1CCOCC1	1.3	1.7%	-11.0%[7.66 µM]	-6.4%	0.3%	9.0%	·	-3.7%	-0.2%	2.0%
COc1ccccc1C(=O)NC(CCSC)C(=O)NNC(=O)c1csc(N2CCOCC2)n1 (centres undefined)	-16.6	0.8%	-9.9%	·	2.1%	1.7%	4.9%	-2.6%	5.2%	-0.9%
c1ccc(N2CCN(c3ccccc3)C2c2cccnc2)cc1	-22.4	2.0%	20.2%	1.3%	-7.8%	-1.6%	-1.7%[46.1 µM]	3.8%	-0.4%	11.0%
C=CCn1c(SCC(=O)NC)nc2sc3c(c2c1=O)CCC3	-4.6	2.4%	14.4%	·	-1.2%	-1.7%	0.6%	-2.4%	3.3%	3.5%
Cc1cccc(NC(=O)CCC(=O)c2cccs2)n1	8.4	-1.5%	3.6%	·	0.5%	·	-0.4%	·	3.5%	-3.5%
COc1ccc(-c2cc(C(F)(F)F)n3ncc(C(=O)Nc4c(C)n(C)n(-c5ccccc5)c4=O)c3n2)cc1	2.0	·	·	3.8%	·	-10.5%	·	-0.8%	-1.9%	-1.3%
COCCCNc1nc2nonc2nc1NCCSC	-0.4	1.2%	?	·	-8.2%	23.2%	3.2%	1.7%	-1.1%	-3.9%
O=C1CCCN1CC(CN1CCOCC1)Sc1nc2ccccc2c(=O)n1-c1ccccc1 (centres undefined)	-7.4	-5.4%	11.2%	-3.6%	-2.0%	-1.4%	5.6%	-2.0%	-1.9%	2.0%
Cc1ccc(-c2nc(CCNC(=O)c3ccco3)cs2)cc1	-26.0	0.9%	1.6%	·	-0.9%	·	3.9%	·	-0.2%	17.6%
CN(C)CCCn1c(SCc2ccc(Cl)cc2)nnc1-c1ccncc1	11.2	-0.1%	-23.9%	-2.0%	0.4%	6.5%	-1.7%	-9.3%	-7.0%	3.1%
CCCC(=O)NCCc1nc2ccccc2n1CC(=O)c1ccccc1	-5.7	-2.7%	10.4%	17.4%	1.5%	-12.4%	1.0%[46.1 µM]	-1.3%	-14.1%	-3.6%
